Source: PubChem (National Center for Advancing Translational Sciences (NCATS))
BCR signal inh – inhibitors of chronic active B-cell receptor signaling; actives 0.05% (n = 340,000); Potency, µM (titrated, usually from 46.1 µM), for the others: at the highest dose ratio change, negative = lower green/red ratio, actives largely listed as inhibitors; ABC-DLBCL IkBa-CBG/CBR reporter, luminescence ratio, 4 h; AID 493014; active = well fitted inhibition curve with a large enough effect in the signal ratio, with a control signal flat, not every such curve was filed as active; inconclusive = small, poorly fitted or top-dose-only effect, or effect the other way, or a change in a side signal; the % refers to the signal ratio;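 also: potency is read from the fitted curve at half-maximal effect; plate controls were basal doxycycline-induced cells for no effect and cells given 10 µM MG132 for full effect; MG132 reads +100%, hits lower the ratio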
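Doxycycline induced both beetle luciferases in TMD8 lymphoma cells; IKK-driven degradation limits the IkappaBalpha-fused green signal, while red luminescence normalises for cell number and nonspecific effects. Compounds tested up to 46 uM, 4 hrs.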
Coupling enz – coupling enzyme interference in Giardia aldolase counter-screen; coupling enzyme system counterscreen, AmpLite Red fluorescence; activity change, negative = inhibition, % at 58.2 µM, hits read low; actives 0.67% (n = 290,000); in the data active = activity change below about -30%; also: % is scaled to controls: 0 for no effect and ±100 for the full control effect
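Compounds tested against the coupling enzymes alone at 57.5 uM final; readout was AmpLite Red fluorescence (525/598 nm) after 20 min at RT.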
AT treatment – candidate therapy for ataxia-telangiectasia; […] A-T fibroblasts, KAP-1 phosphorylation AlphaLISA; neocarzinostatin DNA damage 30 min before lysis; Potency, µM (titrated, usually from 57.5 µM), for inactives: top-dose activation, hits mostly activators; actives 0.19% (n = 320,000); AID 485349; also: potency is read from the fitted curve at half-maximal effect; % of control where 0% means no effect; nearly all actives have a fitted effect of over 45% in size
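ATM-like activity read as KAP-1 phosphorylation via AlphaLISA donor/acceptor antibody pairs after lysis and 6 hr at 25C. Cells were ATM-null patient fibroblasts ([…], hTERT), dosed 60 min, then exposed to the DSB inducer NCS for 30 min.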
Giardia kill – kills Giardia lamblia; Giardia lamblia trophozoite viability; activity change, % at 7.66 µM, hits read low; actives 0.15% (n = 340,000); AID 540267; in the data active = activity change below about -80%; inconclusive = between about -30% and that limit;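 also: parasites exposed to compound for two days anaerobically before the ATP read; % is scaled to controls: 0 for no effect and ±100 for the full control effect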
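Trophozoites 100 cells/well + cpd; 48 hrs, 37 deg C, anaerobic. ATPLite 1-Step added, 15-30 min RT, luminescence read (ATP-based viability).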
hERG WT inh – KCNH2 (human, wildtype) channel inhibition. Q12809. U2OS, BacMam KCNH2, thallium flux FluxOr; hits give low values. actives 0.37% (n = 340,000). AID 720551. activity change, % at 1.84 µM;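 active = maximum activity change below -70%; inconclusive = maximum activity change between -70% and -50%; inactive = maximum activity change above -50%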; also: % is scaled to controls: 0 for no effect and ±100 for the full control effect
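U2OS cells were transduced with wild-type KCNH2 virus (2.03 x 10^8 / mL) for 4 h at room temperature, then cultured overnight at 37 C. Thallium flux was read with FluxOr dye. Rate constants were normalized to DMSO controls.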
GALK inh – inhibitors of human galactokinase; Potency, µM (doses to about 57.5 µM), without a hit: at the top dose activity change, negative = inhibition, usual class: inhibitors; Purified GALK, Kinase-Glo residual ATP luminescence; P51570; AID 1868; actives 0.007% (n = 270,000); also: potency is read from the fitted curve at half-maximal effect; % is scaled to controls: 0 for no effect and ±100 for the full control effect
Target sequence (P51570 whole entry, looked up): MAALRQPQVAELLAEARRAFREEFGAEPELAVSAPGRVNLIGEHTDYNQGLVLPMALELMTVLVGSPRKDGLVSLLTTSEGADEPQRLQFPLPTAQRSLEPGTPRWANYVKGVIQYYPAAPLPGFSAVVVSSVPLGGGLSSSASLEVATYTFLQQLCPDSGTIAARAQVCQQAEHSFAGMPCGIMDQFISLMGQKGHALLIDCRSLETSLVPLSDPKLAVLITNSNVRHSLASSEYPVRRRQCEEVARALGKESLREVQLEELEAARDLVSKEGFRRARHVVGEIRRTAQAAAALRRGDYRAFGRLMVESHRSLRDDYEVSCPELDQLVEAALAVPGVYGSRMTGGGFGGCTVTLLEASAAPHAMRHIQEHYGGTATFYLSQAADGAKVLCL
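Human GALK (5 nM) with 35 uM ATP and 100 uM galactose in 20 mM HEPES pH 8.0, 5 mM MgCl2, 60 mM NaCl, 1 mM DTT, 0.01% BSA. After 1 h at room temperature, leftover ATP was read by Kinase-Glo Plus luminescence.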
Tb PFK block – T. brucei PFK enzyme inhibition | O15648 | T. brucei PFK, ADP-Glo luminescence | Potency, µM (highest dose often 57.5 µM), for the others: top-dose activity, negative = inhibition, actives largely listed as inhibitors | actives 0.17% (n = 330,000);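 also: potency is read from the fitted curve at half-maximal effect; 0% = uninhibited 1x PFK enzyme wells and -100% = no-enzyme wells; nearly all actives have a fitted effect of over 60% in size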
Target sequence (O15648 whole entry, looked up): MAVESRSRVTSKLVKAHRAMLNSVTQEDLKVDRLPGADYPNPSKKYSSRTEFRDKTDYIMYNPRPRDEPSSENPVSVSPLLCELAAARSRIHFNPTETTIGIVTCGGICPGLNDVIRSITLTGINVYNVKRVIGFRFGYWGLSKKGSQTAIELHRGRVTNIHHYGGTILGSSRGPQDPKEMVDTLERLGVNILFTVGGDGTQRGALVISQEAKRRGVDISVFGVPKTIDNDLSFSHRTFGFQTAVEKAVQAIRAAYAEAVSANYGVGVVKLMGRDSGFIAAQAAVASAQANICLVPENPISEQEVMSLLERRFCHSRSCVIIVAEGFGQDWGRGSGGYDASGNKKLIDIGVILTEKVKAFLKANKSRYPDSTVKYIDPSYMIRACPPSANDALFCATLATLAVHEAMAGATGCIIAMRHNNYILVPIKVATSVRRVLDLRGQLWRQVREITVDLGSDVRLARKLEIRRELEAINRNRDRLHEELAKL
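1.25 nM PFK with 0.5 mM F6P and 0.1 mM ATP in 0.1 M TEA pH 8.0, 5 mM MgCl2, incubated 45 min at room temperature; ADP measured by ADP-Glo luminescence; compounds titrated up to 57 uM.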
CXXC DNA block – blocks binding of human MLL CXXC domain to DNA; actives 0.037% (n = 290,000); MLL-CXXC / FITC-HOXA9 DNA fluorescence polarization; AID 2662; Potency, µM (series often up to 115 µM), without a hit: at the top dose activity change, negative = inhibition, actives largely listed as inhibitors; Q03164; active = well fitted inhibition curve with a large enough effect in the polarisation, with a control signal flat, not every such curve was filed as active; inconclusive = small, poorly fitted or top-dose-only effect, or effect the other way, or a change in a side signal; inactive = no such curve, though single readings can be large or run the other way; the % refers to the polarisation; also: potency is read from the fitted curve at half-maximal effect
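Fluorescence polarization: 7 uM MLL-CXXC (stock) preincubated 5 min with compounds, then 50 nM fluorescein-HOX-A9 DNA (stock) added; 30 min ambient. Buffer 50 mM Tris-HCl pH 7.5, 50 mM NaCl, 1 mM DTT, 0.05% BSA.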
TCR act – activates T cell receptor signaling | primary human leukocytes, anti-CD3, IL-2 HTRF, 48 h | Potency, µM (top dose mostly 9.22 µM), for inactives: top-dose activation of IL-2 secretion, actives largely listed as activators | 330,000 tested, under 10 active; also: % of control where 0% means no effect
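Readout: HTRF IL-2, Eu-cryptate/d2 antibody pair, 320nm excitation, 665nm emission. Stimulus: a-CD3 beads, no co-stimulation. Cells: primary human leukocytes. Exposure: 48 hr with compound.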
TSHR antagonist – blocks TSH signaling through the human TSH receptor | TSHR-expressing cells, TSH-stimulated cAMP HTRF, 2 h; hits give low values | activity change, negative = inhibition, % at 11.5 µM | actives 0.2% (n = 330,000) | AID 504810;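 active = activity change below a set negative limit, meaning inhibition stronger than a set level, cut at about -70% in these data; inconclusive = activity change between two set negative limits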; also: % is scaled to controls: 0 for no effect and ±100 for the full control effect
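Cell-based HTRF cAMP assay; TSHR cells + compound, TSH EC80 (4nM final), 2 h, 37 deg C. Lysis with anti-cAMP cryptate and cAMP-d2, 30 min RT, read 665/620 nm.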
An asterisk follows results filed as active; i = inactive; ? = inconclusive; . = not tested or not shown; [ ] = remark or other dose. Unless noted, calls follow the shape of the dose curve; as a rule, active = well fitted curve in the direction sought with a large enough effect; inconclusive = small, poorly fitted or top-dose-only effect, or another doubt; inactive = no such curve, though single readings can be large; an effect the other way counts as inactive or inconclusive.

SMILES	BCR signal inh	Coupling enz	AT treatment	Giardia kill	hERG WT inh	GALK inh	Tb PFK block	CXXC DNA block	TCR act	TSHR antagonist
COc1ccc(CCCC(=O)N/N=C\c2cccs2)cc1	9%	-11	2%	4	1	-1%	2%	4%	1%	-1
CC1CCN(C(=O)CCNS(=O)(=O)c2ccc(Cl)cc2)CC1	-2%	-2	0%	-7	-7	-1%	1%	0%	-4%	4
CN(C)c1ccc(-c2ccc3oc(-c4ccsc4)cc(=O)c3c2)cn1	?	.	-1%	-3	2	.	-1%	.	-3%	4
Cc1cc(OC(C)C(=O)Nc2ccccc2C(=O)N2CCCC2)ccc1Cl (stereo not drawn)	4%	2	4%	15	-3	-6%	4%	-1%	-1%	-5
CCOC(=O)N1CCC(NC2CCCCCCC2)CC1	?	2	?	-2	15	2%	2%	-6%	-63%	21
O=C1C=C(N(CCO)CCO)C2(CCCCC2)O1	2%	4	-2%	-21	-23	1%	?	-3%	0%	0
Cc1ccccc1N=C1SCCN1C(=O)CN1C(=O)NC2(CCCC2)C1=O	-6%	.	4%	-6	7	.	-1%	.	-3%	-5
COC(=O)c1c(NC(=O)CSc2nnnn2-c2ccccc2)sc2c1CCC(C)C2 (stereo not drawn)	0%	0	9%	2	8	2%	1%	-1%	7%	-10
CCN(CC)S(=O)(=O)c1ccc(N2CCOCC2)c(NC(=O)CCOc2ccccc2)c1	0%	-2	2%	2	-16	-1%	8%	36%[activator]	2%	-26
COc1ccc(-c2nc(CSCC(=O)NCc3ccc4c(c3)OCO4)c(C)o2)cc1OC	2%	1	-1%	16	-3	0%	-1%	20%	4%[46.1 µM]	17
Cc1ccc(-n2c(SCC(=O)N3c4ccccc4Sc4ccccc43)nnc2-c2ccncc2)cc1	-4%	-2	1%	21	-5	1%	-1%	-3%	-2%[46.1 µM]	-1
O=C(CNS(=O)(=O)N1CCOCC1)N/N=C/c1cccnc1	0%	0	2%	1	i	4%	-9%	3%	1%	-3
COc1ccc(C2=NN(S(C)(=O)=O)C(c3cccs3)C2)cc1 (stereo not drawn)	-1%	-5	-1%	-3	3	6%	-5%	5%	-6%	-8
COc1ccccc1NS(=O)(=O)c1ccc(N2CCOCC2)c(NC(=O)c2ccco2)c1	1%	-1	16%	-3	-6	0%	0%	-4%	17%	-7
COc1ccc(C(C)=O)cc1CSCCC#N	1%	-1	.	-8	3	-1%	-5%	0%	3%	2
Cc1cccc(NC(=O)NNC(=O)c2ccc(C)c([N+](=O)[O-])c2)c1	-14%	0	1%	-2	10	3%	-5%	4%	-2%	-1
O=S(=O)(NCCc1ccncc1)c1ccccc1	-6%	-1	-5%	11	9	0%	1%	9%	-1%[46.1 µM]	11
COc1cccc(NC(=O)c2cc([N+](=O)[O-])ccc2NCc2cccnc2)c1	0%	0	-1%	18	-12	0%	-5%	7%	2%[46.1 µM]	4
C=C(C)Cn1c(CCNC(=O)c2ccco2)nc2ccccc21	4%	1	0%	24	17	-1%	-1%	5%	2%	11
COCC1=C(C(=O)OC)C(c2ccco2)n2ncnc2N1 (stereo not drawn)	7%	0	0%	-9	-9	2%	-3%	2%	-1%	-2
Cc1ccc(C)c(NC(=O)Cn2nc(C)c3ccccc3c2=O)c1	1%	5	0%	-7	-7	-2%	1%	12%	2%	1
CCOC(=O)N1CCN(C(=O)CCn2c(=S)[nH]c3cc(OCC)c(OCC)cc3c2=O)CC1	0%	3	-1%	.	.	-2%	1%	6%	.	4
CC(C)c1ccc(S(=O)(=O)N(C)C2(C)CCS(=O)(=O)C2)cc1 (stereo not drawn)	1%	.	1%	3	-15	.	-6%	.	-15%	-9
CCCn1nc2cc(C(=O)NCc3ccc(OC(F)(F)F)cc3)ccc2c1OCC	9%	-2	0%	-11	2	-5%	-6%	1%	0%	-7
Cc1ccccc1Nc1nc(N)nc(COC(=O)/C=C/c2ccco2)n1	-4%	-1	-9%	15	8	-2%	7%	-21%	10%	-3
OCCC1CN(Cc2ccc(F)cc2)CCN1CCCc1ccccc1 (stereo not drawn)	4%	1	-2%	-8	40	-4%	-2%	-15%	0%	-11
CCCCCCC1CCC(c2nc(-c3ccncc3)no2)CC1 (stereo not drawn)	5%	0	.	-6	-1	1%	-4%	17%	-3%	6
O=C(CCSc1ccc(Cl)cc1)NN=C1CCCCCC1	-13%	2	-4%	-6	.	-1%	-10%	-4%	-1%	11
Cc1ccccc1NC(=O)CSCc1cc(=O)n2ccsc2n1	-4%	.	-5%	-22	-7	1%	-1%	-2%	5%	-3
CCN(CC)S(=O)(=O)c1ccc(N2CCOCC2)c(NC(=O)COc2ccccc2C)c1	-7%	.	7%	3	-3	.	5%	.	-1%	-7

2 compounds picked at random from those above, as already listed:
SMILES	BCR signal inh	Coupling enz	AT treatment	Giardia kill	hERG WT inh	GALK inh	Tb PFK block	CXXC DNA block	TCR act	TSHR antagonist
CCOC(=O)N1CCC(NC2CCCCCCC2)CC1	?	2	?	-2	15	2%	2%	-6%	-63%	21
COC(=O)c1c(NC(=O)CSc2nnnn2-c2ccccc2)sc2c1CCC(C)C2 (stereo not drawn)	0%	0	9%	2	8	2%	1%	-1%	7%	-10

Remaining list, next part:
SMILES	BCR signal inh	Coupling enz	AT treatment	Giardia kill	hERG WT inh	GALK inh	Tb PFK block	CXXC DNA block	TCR act	TSHR antagonist
Cc1nc(-c2ccc(S(=O)(=O)Oc3ccc(Cl)cc3Cl)s2)cs1	12%	0	-1%	16	12	0%	-13%	-4%	-8%	-15
COc1ccc(S(=O)(=O)N2CCN(C(=O)C3CCCO3)CC2)cc1 (stereo not drawn)	0%	.	-25%	-6	-1	-2%	1%	6%	5%	1
Cc1ccc(C)c(OCCC(=O)N2CCN(S(=O)(=O)c3cc(C)ccc3C)CC2)c1	-1%	.	12%	-15	-1	.	4%	.	3%	-4
Cc1c(C(=O)c2no[n+]([O-])c2C(=O)c2cnn(C)c2C)cnn1C	?	4	-8%	20	-2	6%	4%	-11%	0%	-25
CCCn1c(N/N=C\C=C\c2ccccc2)nc2c1c(=O)[nH]c(=O)n2C	?	0	-10%	-26	-9	15%	1%	3%	-7%	-14
Cc1ccc([N+](=O)[O-])cc1NC(=O)c1ccoc1C	1%	1	-2%	-4	1	0%	2%	?	3%[46.1 µM]	22
COC(=O)N/C(C)=C1/NC(=O)c2ccccc2C(c2ccccc2)N1 (stereo not drawn)	3%	2	-6%	?	-1	3%	4%	-5%	2%	3
CCCCCc1nc(-c2nonc2N)no1	9%	-1	2%	2	-5	-3%	-5%	-14%	-2%	-6
CCOC(=O)C1(CCOc2ccccc2)CCN(CCCn2cccn2)CC1	-13%	1	1%	-2	-38	2%	2%	-3%	-4%	9
O=C1CCCC2=C1C(c1cn(-c3ccccc3)nc1-c1cccs1)c1c([nH]c(=O)[nH]c1=O)N2 (stereo not drawn)	-1%	1	8%	-7	-9	6%	3%	-4%	.	-5
O=c1cc(N2CCc3ccccc32)[nH]c(=O)n1-c1ccc(Cl)cc1	?	0	1%	5	-14	1%	1%	17%	1%	8
COc1ccccc1N1CCN(C(=O)c2ccc(N3CCCCS3(=O)=O)cc2)CC1	3%	0	1%	-10	1	5%	1%	23%	-2%	3
CCCc1cc(NCCCN(C)C)n2c(nc3ccccc32)c1C#N	?	0	?	-2	-6	-1%	-2%	0%	5%	-8
COc1ccc(NC(=O)COc2ccc(C(=O)NC3CCCc4ccccc43)cc2OC)cc1 (stereo not drawn)	1%	11	1%	?	i	2%	-4%	7%	3%[46.1 µM]	29
CCCCn1c(N)c(N(CCC(C)C)C(=O)COC(=O)c2ccccc2)c(=O)[nH]c1=O	-1%	0	2%	4	-2	9%	-2%	5%	4%	-9
O=C(O)c1nn(CCOc2c(Cl)cccc2Cl)c(=O)c2ccccc12	?	-1	5%	-10	3	7%	-1%	-4%	2%	10
O/N=C(\c1ccc2c(c1)OCCO2)C1CCCCC1	?	5	6%	-13	-3	0%	-1%	-6%	2%	3
C=CCn1c(-c2ccoc2)n[nH]c1=S	5%	-2	-4%	7	-11	-2%	1%	1%	1%	-3
COc1ccc(C(CNC(=O)CCOc2ccccc2)N(C)C)cc1 (stereo not drawn)	-1%	-2	.	-11	23	1%	-10%	2%	5%	-2
COCCN(C(=O)COC(=O)C1CCC(C(C)(C)C)CC1)c1c(N)n(Cc2ccccc2)c(=O)[nH]c1=O (stereo not drawn)	?	.	1%	15	-5	.	-4%	.	-3%	-7
CCc1nnc(NC(=O)CCC(=O)Nc2ccc(Cl)cc2)s1	-1%	1	-4%	8	4	-5%	1%	-3%	2%	-8
COCC(C)n1c(C)cc(C(=O)CSc2nnnn2C2CCCC2)c1C (stereo not drawn)	2%	.	-7%	4	6	.	-3%	.	.	2
C/C(=N\NC(=O)c1ccc(F)cc1)c1ccc(NC(=O)Cc2ccccc2)cc1	?	.	-1%	3	3	1%	-8%	23%	3%	-3
